H9c2 TAG inh: reduces triacylglycerol accumulation in H9c2 cells | Nile Red lipid (TAG) fluorescence; cells loaded with 200 µM oleic acid | inhibition, % at 12.5 µM | 0.66% of 230,000 active | AID 651582;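 active = pattern-corrected inhibition of lipid staining of at least 50% with the nuclear-stain viability signal not falling by more than 50%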;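 also: 0% = DMSO wells and 100% = triacsin C control wells; some results filed as inactive read as strong as hits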
H9c2 TAG inh DAPI viability: second read-out of H9c2 TAG inh, no call of its own (marks repeat the call); DAPI nuclei signal change (viability), lower = more cytotoxic, %;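 whole-well DAPI fluorescence read on a plate reader as a viability signal; minus 50 percent equals half of cells still viable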
The depositor's hits bear a star. This is a subset; the hit share may differ from the screen's.

compound	H9c2 TAG inh	H9c2 TAG inh DAPI viability
Cc1ccccc1C1CCCN(Cc2nc(C3CC3)no2)C1 (stereo not given)	-9	4
O=C(CCl)Oc1ccc2occ(C(=O)c3cccs3)c2c1	-19	16
CC(C)CC1C(=O)N(Cc2cn(CCC3OCCCO3)nn2)CCS(=O)(=O)N1Cc1ccc(-c2ccc(Cl)c(Cl)c2)cc1 (stereo not given)	25	-4
O=C(CSc1cccc[n+]1[O-])NC1CCCCCCC1	0	8
CCN(CCO)Cc1cc(=O)oc2cc3c(cc12)CCC3	-4	-5
C=CCOC(=O)C1=C(C)NC(SCC(=O)NC(=O)OCC)=C(C#N)C1c1cccnc1 (stereo not given)	8	-11
CCOc1cc(C(=O)OCc2ccc([N+](=O)[O-])cc2)ccc1OCC(=O)N1CCOCC1	1	-4
CC1(C(=O)NCCc2ccccc2)Cc2c(-c3ccc4c(c3)OCO4)ccnc2O1 (stereo not given)	5	-4
COc1ccc(N(CC(=O)NCC(C)C)S(=O)(=O)c2ccccc2)cc1	-14	-13
CC(C)(C)Nc1nc(SCC(=O)Nc2ccccc2)nc(N2CCOCC2)n1	24	-9
CCCOc1ccc(Cn2c(O)cc(=O)[nH]c2=O)cc1	5	2
COc1cc(C(=O)OCC(C)=O)c([N+](=O)[O-])cc1OC	1	6
COc1cccc(NC(=O)C2(C)CCN2C(=O)Cc2cccc3ccccc23)c1 (stereo not given)	24	-7
CCCCCCn1c(=O)n2n(c1=O)C[C@]1(OC(=O)Nc3c(C)noc3C)CN(S(=O)(=O)c3ccc(C)cc3)C[C@]1(O)C2	-7	-5
COc1ccc(CN(CC2CCCO2)C(=O)CN2C(=O)COc3ccccc32)cc1OC (stereo not given)	-4	12
CCC(C)c1ccc(C2C3=C(Nc4nc(N)[nH]c(=O)c42)c2ccccc2C3=O)cc1 (stereo not given)	11	0
CCOc1ccc(CCNC(=O)c2c(C)noc2C)cc1OCC	5	-8
CCCc1cc(=O)[nH]c(SCC(=O)Nc2ccc(OC)c(S(=O)(=O)N3CCCCC3)c2)n1	-5	-1
CCC(COC)NC(=O)CCc1nnc(Cc2c[nH]c3ccccc23)o1 (stereo not given)	-4	-6
CSc1cc(-c2ccc(Cl)cc2)c(C(=O)NN)s1	-5	7
CC(C)N(C(=O)[C@H]1CC(CC(=O)NCCCn2ccnc2)C(=O)N2CCc3c([nH]c4ccccc34)[C@]12C)C(C)C (stereo not given in full)	18	-8
O=C(CCC(=O)N(CC(=O)NC1CCCCC1)Cc1cccs1)Nc1nccs1	-9	12
Cc1ccc(C(=O)OCC(=O)c2c(N)n(C)c(=O)n(C)c2=O)cc1S(=O)(=O)N1CCOCC1	-10	-8
Cc1cc(C)n(-c2nnc(C)n2/N=C/c2ccc(O)cc2)n1	21	-9
C#CCn1c(-c2cccs2)nc2ccccc21	-5	0

More results:
compound	H9c2 TAG inh	H9c2 TAG inh DAPI viability
CS(=O)(=O)N(CC(=O)Nc1cccc([N+](=O)[O-])c1)c1ccccc1	-8	-7
CC(C)N1CCC(C)(C(=O)Nc2ccc(-n3cccc3)cc2)C1 (stereo not given)	13	1
Cc1nn(-c2ccccc2)c(C)c1C(=O)OCC(=O)Nc1ccccc1F	-1	4
N=c1c(C(=O)NCc2ccc(F)cc2)cc2c(=O)n3ccccc3nc2n1Cc1cccnc1	25	134
CC(C)(C)CC(C)(C)NC(=O)c1ccccc1	10	-4
C[C@H]1CN([C@@H](C)CO)C(=O)c2cc(NC(=O)C3CCCCC3)ccc2O[C@H]1CN(C)CC1CCCCC1	2	-4
CCOC(=O)N1CCN(C2CC(=O)N(c3ccc(C)cc3)C2=O)CC1 (stereo not given)	-11	2
COc1ccc(C(=O)Nc2ccc(C)c(S(=O)(=O)N3CCCCCC3)c2)cc1	16	-3
CNS(=O)(=O)c1cccc(C(=O)NCC(c2cccs2)N2CCOCC2)c1 (stereo not given)	2	2
CCC(=O)Nc1cc(C(=O)OCC(=O)c2ccc(Cl)cc2Cl)ccc1C	18	-15
NC(=O)[C@@H]1CC2(CC(c3cccc(NC(=O)[C@H]4CCC(=O)N4)c3)=NO2)CN1C(=O)c1ccc(Cl)cc1 (stereo not given in full)	14	3
CC(C)Cc1ccc(CN2CCCC(NC(=O)CCn3cnnn3)C2)cc1 (stereo not given)	11	9
COc1ccc(OC)c(N=C(N)N=C(N)N)c1	3	-1
CC1CC(C)CN(C(=O)c2cccc(NC(=O)CC3SC(N4CCCCC4)=NC3=O)c2)C1 (stereo not given)	-5	-10
Cc1ccc(S(=O)(=O)N2CCN(C(=O)C3CSC4(C)CCC(=O)N34)CC2)cc1C (stereo not given)	-6	-7
COc1cccc(CN(C)CC(=O)Nc2ccccc2N2CCOCC2)c1OC	-19	-4
COc1cc(SC)ccc1C(=O)NCCN1CCOCC1	4	-4
Cc1ccc(C)c2[nH]c(=O)c(CN(Cc3cccnc3)C(=S)NCc3ccco3)cc12	2	4
Cc1ccc(S(=O)(=O)NC2CCCCCC2)cc1C(N)=O	-14	11
Cc1c(C(=O)NC2CCCCC2C)oc2ccccc12 (stereo not given)	-11	-1
O=C1CC(NS(=O)(=O)c2ccc3ccccc3c2)CN1c1ccccc1 (stereo not given)	2	-4
Cc1ccc(S(=O)(=O)Nc2ccc3c(c2)C(=O)N([C@H](C)CO)C[C@H](C)[C@@H](CN(C)C(=O)NC2CCCCC2)OCCCC[C@@H](C)O3)cc1	10	-1
Cc1onc(-c2ccccc2)c1C(=O)N1CCN(c2ncccn2)CC1	-25	8
CC1(C)CC(=O)C2=C(C1)Oc1nc3ccccc3cc1C2C(C#N)C#N (stereo not given)	81*	-42*
Cc1ccccc1CN1CCN(CC2CC3C=CC2C3)CC1 (stereo not given)	5	12

Looked up above.
H9c2 TAG inh DAPI viability, CC1CC(C)CN(C(=O)c2cccc(NC(=O)CC3SC(N4CCCCC4)=NC3=O)c2)C1 (stereo not given) reads -10
H9c2 TAG inh, Cc1nn(-c2ccccc2)c(C)c1C(=O)OCC(=O)Nc1ccccc1F reads -1

(more compounds)
compound	H9c2 TAG inh	H9c2 TAG inh DAPI viability
O=C(Cn1[nH]c(=O)c2ccccc2c1=O)OCC(=O)c1ccc(Br)cc1	-2	-1
COc1ccc(N2CCN(CCCNC(=O)CC3Oc4ccc(C)cc4NC3=O)CC2)cc1 (stereo not given)	11	-6
COc1ccc(NC(=O)N(C)C[C@H]2Oc3c(NC(=O)C4CC4)cccc3C(=O)N([C@H](C)CO)C[C@@H]2C)cc1	-39	-1
CC1CCCCN1C(=O)COC(=O)c1ccc(=O)n(Cc2ccccc2)n1 (stereo not given)	0	7
O=C(CCN1CCCCO1)N1CCCC(Nc2ccc(F)c(F)c2)C1 (stereo not given)	-12	-3
Cc1c(C(=O)Nc2ccc(OC(F)(F)F)cc2)sc2nc3n(c(=O)c12)CCC3	-40	12
NC(=S)Nc1ccc(Cl)cc1Cl	-15	8
c1ccc(CC2CCN(C3=Nc4cccc5cccc3c45)CC2)cc1	-48	25
Cc1ccc2c(c1)c1c(n2CCc2ccc(C)nc2)CCN(C)C1	-6	-4
CN(C)S(=O)(=O)c1cccc(NC(=O)COC(=O)c2cccnc2Cl)c1	-5	4
C#CCSc1nnc(-c2ccc(C)cc2)o1	4	-13
CCOc1cccc2cc(C(=O)Nc3nccs3)c(=O)oc12	10	-14
COc1ccc(S(=O)(=O)N/N=C(/C)c2ccncc2)cc1	-11	8
COc1ccc(OC)c(-c2nc3c(C)n[nH]c(=O)c3[nH]2)c1	24	-4
Cc1ccc(C)n1NC(=O)c1ccccc1[N+](=O)[O-]	-2	-11
Cc1cc(NC(=O)CSc2nnc(-c3ccccc3)n2Cc2ccco2)no1	-4	6
N#CCCN(C(=O)COC(=O)C1CCN(S(=O)(=O)c2cccs2)CC1)c1ccccc1	-5	39
Cc1cc(C(=O)NCC(=O)OCC(=O)NCCc2ccccc2)ccc1[N+](=O)[O-]	-2	-3
O=C(COc1ncnc2ccccc12)Nc1ccc(Cl)c(S(=O)(=O)N2CCOCC2)c1	2	-12
COc1cccc(-c2nnc(NC(=O)Cc3cccs3)s2)c1	-6	-2
Cc1ccc(-n2nnc3c(=O)oc4ccccc4c32)cc1	-4	-6
CC1=NN(c2nc(-c3ccccc3)cs2)C(=O)C1N=Nc1ccccc1 (stereo not given)	5	4
COc1ccccc1NC(=S)N=Nc1c(O)[nH]c2ccc(Br)cc12	50*	-23*
O=C(CCCn1nnc2ccccc2c1=O)N[C@@H](Cc1ccccc1)C(=O)O	0	-1
CN(Cc1ccccc1F)C(=O)c1ccc(NC(=O)CC2SC(N3CCCCC3)=NC2=O)cc1 (stereo not given)	-21	-1

7 records picked at random from those above, as already listed:
compound	H9c2 TAG inh	H9c2 TAG inh DAPI viability
CN(Cc1ccccc1F)C(=O)c1ccc(NC(=O)CC2SC(N3CCCCC3)=NC2=O)cc1 (stereo not given)	-21	-1
COc1ccccc1NC(=S)N=Nc1c(O)[nH]c2ccc(Br)cc12	50*	-23*
Cc1c(C(=O)Nc2ccc(OC(F)(F)F)cc2)sc2nc3n(c(=O)c12)CCC3	-40	12
CC1CCCCN1C(=O)COC(=O)c1ccc(=O)n(Cc2ccccc2)n1 (stereo not given)	0	7
O=C(COc1ncnc2ccccc12)Nc1ccc(Cl)c(S(=O)(=O)N2CCOCC2)c1	2	-12
O=C(CCCn1nnc2ccccc2c1=O)N[C@@H](Cc1ccccc1)C(=O)O	0	-1
CCOc1cccc2cc(C(=O)Nc3nccs3)c(=O)oc12	10	-14

Other compounds follow.
compound	H9c2 TAG inh	H9c2 TAG inh DAPI viability
O=C(O)CCSc1ccccn1	1	3
Cc1c(NC(=O)c2cc(-c3cccs3)nc3ccccc23)c(=O)n(-c2ccccc2)n1C	7	-16
Cc1ccc(CNC(=O)c2ccc(N3CCC4(CC3)CC(c3cccc(Br)c3)=NO4)c(NC(=O)c3ccc(Br)cc3)c2)cc1	32	1
CCc1ccc([C@@H]2C[C@H]3[C@@H](CN2S(=O)(=O)c2ccc(C)cc2)C(=O)C[C@@H](c2ccc(C)cc2)N3S(=O)(=O)c2ccc(C)cc2)cc1	13	-4
COCCN(C(=O)CSc1nnc(-c2ccccc2OC)o1)c1c(N)n(CC(C)C)c(=O)[nH]c1=O	-6	3
COc1ccc(CC2(CO)CCN(S(=O)(=O)c3c(C)nn(C)c3Cl)CC2)cc1	0	-6
O=C(Oc1ccccc1C(=O)Nc1ccccc1)c1ccc(Br)c([N+](=O)[O-])c1	-2	4
CCOC(=O)C1Nc2c(F)cc(C)cc2C2c3ccccc3CC12 (stereo not given)	5	16
COc1cc(Cn2c3ccc(NC(=O)NCc4ccc(F)cc4)cc3c(=O)n2C)ccc1F	-12	12
Cc1oc(-c2ccccc2Cl)nc1CN1CCCCC1CO (stereo not given)	2	16
Cc1cc(NCc2ccco2)n2c(nc3ccccc32)c1C#N	-7	24
O=C(/C=C/c1ccccc1)OCC(=O)c1c[nH]c2ccccc12	-14	4
CCOC(=O)C1=C(C)NC(C)=C(C(=O)OCC)C1C(=O)OCC(=O)Nc1ccc(NC(C)=O)cc1	-2	3
COc1ccccc1Nc1ncnc2ccc(C)cc12	-20	2
CC1(C)Nc2ccccc2C(=O)N1NC(=O)c1ccccc1	-4	0
COc1ccc(NC(=O)CCCN2C(=O)CN(C)C2=O)cc1Cl	12	5
COc1ccc2[nH]c3c(c2c1)CCN1C(=O)C(CC(=O)NCc2ccc(OC)c(OC)c2)C[C@H](C(=O)N2CCOCC2)[C@@]31C (stereo not given in full)	-2	-2
COc1cc(C(c2c(C(=O)O)[nH]c3ccccc23)c2c(C(=O)O)[nH]c3ccccc23)ccc1OCc1ccccc1	1	-1
C=CCOc1c2ccc(C(=O)NCc3ccc(OC)cc3)cc2nn1C	-18	1
O=C(Nc1cccnc1)c1ccc(NS(=O)(=O)c2cccc([N+](=O)[O-])c2)cc1	-1	-3
COC(=O)C1CSC(C)(C)C(=O)N1 (stereo not given)	5	-10
O=C(COC(=O)C1COc2ccccc2O1)Nc1ccc(Cl)cc1 (stereo not given)	8	-3
CC(OC(=O)c1c[nH]c2ccccc12)C(=O)N1CCCC1 (stereo not given)	-13	-6
COc1ccc(-c2csc(NC(=O)CN3C(=O)CCC3=O)n2)cc1OC	6	1
O=c1c2ccccc2nc(/C=C/c2c[nH]c3ccccc23)n1CCO	7	18

Compound activity as filed in PubChem BioAssay.
